Screening results (PubChem BioAssay)
PABP1 MLLE inh: blocks PAM2 peptide binding to the PABP1 MLLE domain; P11940; GST-MLLE / FITC-PAM2 fluorescence polarization; inhibition, % at 20 µM; hit rate 0.36% among 360,000; AID 588489; in the data active = inhibition above about 35%, passing the limit was not always enough;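 note: plate controls were DMSO wells with GST-MLLE for no effect and wells lacking GST-MLLE protein for full effect; some results filed as inactive read as strong as hits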
Target sequence (P11940 whole entry, looked up, the tested form may be a part): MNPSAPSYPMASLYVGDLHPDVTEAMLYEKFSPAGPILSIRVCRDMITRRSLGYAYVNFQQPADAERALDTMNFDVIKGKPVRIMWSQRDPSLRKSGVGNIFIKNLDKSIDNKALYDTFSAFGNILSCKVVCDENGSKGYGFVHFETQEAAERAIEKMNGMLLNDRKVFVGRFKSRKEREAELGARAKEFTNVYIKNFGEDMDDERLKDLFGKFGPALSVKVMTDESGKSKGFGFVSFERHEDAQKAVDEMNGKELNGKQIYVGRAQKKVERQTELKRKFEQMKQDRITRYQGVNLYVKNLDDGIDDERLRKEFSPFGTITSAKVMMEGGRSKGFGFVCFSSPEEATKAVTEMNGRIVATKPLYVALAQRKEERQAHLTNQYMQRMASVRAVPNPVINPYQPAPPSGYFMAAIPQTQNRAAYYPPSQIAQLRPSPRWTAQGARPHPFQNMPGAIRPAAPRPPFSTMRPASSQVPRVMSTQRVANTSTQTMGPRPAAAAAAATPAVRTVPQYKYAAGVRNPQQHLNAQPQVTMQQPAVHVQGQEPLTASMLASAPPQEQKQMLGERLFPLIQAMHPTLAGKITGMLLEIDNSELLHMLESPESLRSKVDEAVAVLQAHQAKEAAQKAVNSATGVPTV
CSN inh: inhibitors of human CSN-mediated cullin deneddylation; Purified CSN, SCF-Nedd8-OG deneddylation, fluorescence polarization; inhibition, % at 12.5 µM; hit rate 0.38% among 360,000; AID 651999;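 active = pattern-corrected inhibition above about 35%, with an unprinted fluorescence ratio check between 0.5 and 1.5, limit read from the data, passing the limit was not always enough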;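 note: 0% = enzyme with substrate and 100% = substrate without enzyme; some results filed as inactive read as strong as hits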
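Assay system: Purified human Csn5 enzyme expressed in HEK293T cells | Amount: Enzyme 0.24 nM | Measured by: Fluorescence polarization readout | Medium: Tris/NaCl/DTT buffer, pH 7.5 | Compound dosing: One concentration, 12.5 µM, 0.25% DMSO | Times: 90 min incubation of compound, enzyme and substrate at room temperature | Control set: no-enzyme wells high, enzyme-with-substrate wells low | Read-out: % inhibition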
STEP inh: STEP (human) phosphatase inhibition | P54829 | recombinant STEP, OMFP fluorogenic substrate, fluorescence | inhibition, % at 20 µM | hit rate 0.25% among 360,000;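 active = inhibition at 20 µM, scaled per plate between control wells, above about 37%, limit read from the data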;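 note: 0% = DMSO with enzyme and substrate and 100% = substrate only without enzyme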
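System: STEP (striatal-enriched tyrosine phosphatase) enzyme, cell-free; medium: Bis-Tris pH 6.0 buffer with DTT, detergent; dosing: 20 µM, 1% DMSO; times: reaction 20 min, ambient temperature; detection: fluorescence, 480/540 nm; read-out basis: normalized % inhibition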
SUMO1 PPI mod: SUMO1-SIM interaction modulation. P63165. SUMO1 binding to a labelled peptide, TR-FRET, 1 h. inhibition, % at 20 µM. hit rate 0.33% among 360,000. AID 602429; in the data active = inhibition above about 37%
Tb MetRS inh: Trypanosoma brucei MetRS inhibition; hit rate 0.4% among 360,000; purified T. brucei MetRS, ATP depletion, Kinase-Glo luminescence; inhibition, % at 11.9 µM;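 active = inhibition above a per-plate cutoff of the control wells' mean inhibition plus 3 SD, cut at about 5.5% in these data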;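 note: 0% = DMSO wells median and 100% = median of wells with control inhibitor compound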
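Material – parasite MetRS enzyme · Medium – HEPES-MgCl2-KCl buffer plus DTT, spermine, BSA, pyrophosphatase · Reagent – ATP, methionine and E. coli bulk tRNA substrates · Times – 15 min enzyme-compound preincubation, 2 h reaction, 10 min detection, 25 °C · Measured by – luminescence of leftover ATP · Evaluation – percent inhibition relative to median high and low control wells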
NadD inh: inhibitors of Staphylococcus aureus NadD; purified NadD enzyme, colorimetric absorbance read-out; inhibition, % at 20 µM; hit rate 0.78% among 360,000; AID 602399; in the data active = inhibition above about 26%; note: some compounds past the cut are filed as inactive
Scp-1 inhibitor: inhibitors of human Scp-1 phosphatase; Recombinant Scp1, phosphopeptide, malachite green phosphate absorbance; inhibition, % at 20 µM; AID 493091; hit rate 0.88% among 340,000; Q9GZU7;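 active = inhibition above about 50% at 20 µM, limit read from the data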;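 note: plate controls were DMSO wells with enzyme for no effect and wells lacking enzyme for full effect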
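Test system – truncated SCP-1 phosphatase (76-261aa) · Reagent – Phosphorylated 17-residue peptide substrate · Incubation – 45 min room-temperature reaction, 5 min colour, 30 min stabiliser · Detection – colorimetric phosphate reagent with accelerator and stabiliser, absorbance at 630 nm · Measure – % inhibition at 20 µM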
LMPTP block: blocks human LMPTP phosphatase; recombinant LMPTP-A, OMFP fluorogenic substrate, fluorescence intensity; inhibition, % at 20 µM; hit rate 0.22% among 360,000;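 active = compounds that cut the enzyme signal by at least half of the control window in the single-dose screen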;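 note: plate controls were DMSO wells with enzyme plus substrate for no effect and substrate without enzyme for full effect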
Target sequence (P24666 whole entry, looked up): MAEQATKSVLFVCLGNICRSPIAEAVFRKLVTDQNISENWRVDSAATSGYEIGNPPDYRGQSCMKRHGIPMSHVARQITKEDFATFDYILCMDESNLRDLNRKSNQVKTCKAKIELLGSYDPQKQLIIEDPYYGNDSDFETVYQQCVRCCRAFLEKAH
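Material: LMPTP-A; amount: 0.625 nM enzyme; doses: single 20 µM dose; times: reaction 50 min, room temperature, dark; technique: fluorescence intensity of OMFP turnover product; benchmarks: no-enzyme and uninhibited controls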
Rpn11 inh: blocks the human proteasome subunit Rpn11. human 26S proteasome, Ub4-pepOG fluorescence polarization; 20S core pre-blocked with epoxomicin. O00487. hit rate 0.59% among 360,000. calls only at 20 µM;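 active = inhibition at 20 µM, scaled to each plate's controls, above about 33%, limit read from the data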
Target sequence (O00487 whole entry, looked up): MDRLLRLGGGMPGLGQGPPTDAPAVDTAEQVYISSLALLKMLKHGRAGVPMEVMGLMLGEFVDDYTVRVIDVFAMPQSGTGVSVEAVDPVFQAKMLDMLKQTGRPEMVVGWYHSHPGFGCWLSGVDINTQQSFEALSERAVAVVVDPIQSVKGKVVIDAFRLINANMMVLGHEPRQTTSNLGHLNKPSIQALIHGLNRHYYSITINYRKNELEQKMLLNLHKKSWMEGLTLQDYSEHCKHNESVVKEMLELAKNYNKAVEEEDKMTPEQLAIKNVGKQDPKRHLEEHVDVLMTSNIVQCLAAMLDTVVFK
DNMT1 block: blocks human DNA methyltransferase DNMT1; DNMT1 molecular beacon, Hinp1I cleavage, fluorescence; hit rate 0.83% among 360,000; P26358; inhibition (reported as % activation of signal), % at 10 µM; in the data active = inhibition above about 50%
* hit, by the source's call; i = inactive; / = not tested or not shown.

item | Compound | PABP1 MLLE inh | CSN inh | STEP inh | SUMO1 PPI mod | Tb MetRS inh | NadD inh | Scp-1 inhibitor | LMPTP block | Rpn11 inh | DNMT1 block
1 | Cc1cc(C)nc(Nc2ncc(O)n2-c2ccc(C)c(Cl)c2)n1 | -0.7 | 5.0 | 1.8 | 0.0 | 0.0 | -2.1 | -12.1 | -0.5 | i | -5.4
2 | Cc1ccccc1NS(=O)(=O)c1ccc(OCC(=O)NCC2CCCO2)cc1 (centres undefined) | 4.8 | 0.2 | -0.1 | 1.2 | -0.4 | -0.9 | -0.7 | -0.8 | i | 3.5
3 | O=[N+]([O-])c1nn(-c2ccccc2)[n+]([O-])c1N1CCN(c2ccccc2)CC1 | -6.2 | -9.4 | -0.7 | -15.1 | -0.1 | -7.5 | -6.9 | -0.4 | i | -2.2
4 | COc1ccc(NC(=O)CCCC(=O)O)cc1Cl | -0.7 | 4.6 | -2.6 | 1.8 | -1.2 | -0.8 | -4.4 | 0.2 | i | 13.4
5 | CCOc1ccc(NC(=O)CSc2nnc(N)s2)c([N+](=O)[O-])c1 | 13.4 | -6.1 | 2.2 | -23.0 | -0.1 | 2.6 | -6.2 | 0.4 | i | -1.2
6 | COc1ccc(CCN2C(=O)C3C4CC(C5C(C(=O)NN)=NOC45)C3C2=O)cc1OC (centres undefined) | -8.6 | 0.9 | -3.5 | 0.3 | -1.7 | -2.0 | -9.6 | -1.6 | i | 1.1
7 | COc1ccc(C(=O)c2ccccc2)cc1CN1CCOCC1 | -5.8 | -0.6 | 1.1 | -0.9 | -0.2 | 2.8 | / | -1.6 | i | 0.6
8 | Cc1oc(C(=O)Nc2ccc(C(=O)O)cc2)cc1COc1ccccc1 | 0.3 | 6.2 | -0.7 | 2.9 | -0.8 | -4.7 | -10.7 | -0.8 | i | 2.8
9 | CC(C)N1C(=O)N(c2cccc(Cl)c2)C(C)(O)CC1(C)C (centres undefined) | 9.3 | 3.3 | -1.1 | -3.1 | -0.4 | -1.7 | -12.1 | -0.4 | i | 2.2
10 | Cc1ncc([N+](=O)[O-])n1Cc1ccc(Cl)cc1 | -5.9 | 5.3 | -3.8 | -5.6 | 0.4 | -0.8 | 1.3 | -1.7 | i | -8.1
11 | CN1CCN(C(=O)CCN2C(=O)/C(=C/c3ccccc3Cl)SC2=S)CC1 | 30.7 | -3.9 | 3.5 | -26.5 | -1.1 | -3.6 | -4.5 | -2.1 | i | -3.4
12 | N#Cc1ccc(Oc2ccc(S(=O)(=O)N3CCCCC3)cn2)cc1 | 10.9 | -2.5 | 1.5 | -3.3 | -0.5 | -2.1 | -1.2 | -0.9 | i | -0.4
13 | Cn1cccc1-c1cc(C(=O)N/N=C/c2ccc([N+](=O)[O-])cc2)[nH]n1 | -0.3 | -3.6 | 2.7 | -13.4 | -0.4 | -2.1 | -4.7 | 0.9 | i | 4.0
14 | CCC(=O)N/N=C(\C)CC(=O)Nc1ccc(F)cc1 | -4.2 | 7.7 | -1.9 | 0.6 | -0.7 | -3.0 | -3.0 | -0.2 | i | 0.8
15 | COc1ccccc1NC(=O)C(C)OC(=O)C1CCC(C(C)(C)C)CC1 (centres undefined) | 4.2 | 2.6 | 4.2 | 0.0 | -0.3 | 5.4 | -6.8 | 4.7 | i | 14.4
16 | CNC(=S)N(CCc1cccc(C)c1)Cc1cc2cc(OC)c(OC)cc2[nH]c1=O | -140.9 | -18.5 | 1.9 | 4.3 | -0.7 | -3.9 | -8.2 | -0.1 | i | -4.5
17 | C=CCn1c(CCCNC(=O)C(C)(C)C)nc2ccccc21 | 1.2 | 3.2 | 4.3 | 1.4 | 0.2 | -2.0 | -14.0 | 0.0 | i | -0.5
18 | O=C(c1ccccc1)N1CCN(Cc2c[nH]c3ccccc23)CC1 | -1.2 | 1.6 | -2.2 | 1.1 | -1.5 | 0.8 | -2.2 | 0.7 | i | 0.1
19 | Cc1ccc(C)c(C(=O)CCC(=O)N2CCN(c3ncccn3)CC2)c1 | -6.2 | -1.4 | -2.7 | 5.9 | 0.1 | 1.2 | -9.0 | 0.4 | i | 0.2
20 | COCCNC(=O)C1CCC(Cn2c(=S)[nH]c3ccccc3c2=O)CC1 (centres undefined) | -35.4 | -2.9 | -2.2 | -0.5 | -0.2 | -1.6 | -0.3 | 0.8 | i | -1.6
21 | S=c1[nH]nc(-c2cccnc2)o1 | -113.4 | 1.9 | -0.1 | -0.7 | 0.0 | 1.2 | -2.4 | -0.6 | i | 1.8
22 | Cc1ccc(S(=O)(=O)Nc2ccc(NC(=O)c3cccs3)cc2)cc1 | 7.0 | 3.9 | -1.1 | 6.4 | 3.0 | -0.2 | -12.9 | 2.5 | i | -15.9
23 | CC(=O)c1cccc(NC(=O)N2CCCC2C(=O)Nc2c(C)cccc2C)c1 (centres undefined) | 2.5 | -1.9 | -3.0 | 0.5 | 0.8 | 6.0 | -4.8 | 0.1 | i | 3.9
24 | O=C(OCC(=O)N1CCN(c2ccccc2)CC1)c1ccccn1 | 12.8 | 1.8 | -3.4 | 0.1 | -0.4 | -3.4 | 0.3 | 1.3 | i | 6.8
25 | OC(CNCCC1C=Nc2ccccc21)Cn1c2ccc(Cl)cc2c2cc(Cl)ccc21 (centres undefined) | -4.4 | 0.1 | -0.5 | -7.3 | -0.1 | 34.0* | -14.0 | 3.3 | i | -21.0
26 | CC(=O)Nc1ccc(C(=O)COC(=O)c2ccco2)c(F)c1 | 3.0 | -2.2 | -2.7 | -2.3 | -0.4 | -5.0 | -2.2 | -0.9 | i | -0.4
27 | O=C(O)/C=C/C(=O)NCC1CCC(CNC(=O)/C=C/C(=O)O)CC1 (centres undefined) | 15.2 | -3.4 | -2.7 | 0.1 | -0.1 | -0.2 | -6.2 | -0.7 | i | 0.1
28 | COc1cc2c(cc1OC)CN(C(=O)Nc1ccccc1Cl)CC2 | -6.3 | -1.4 | 0.3 | -1.0 | 0.6 | -4.4 | -4.7 | 0.5 | i | -2.4
29 | CN1CCN(c2ccccc2NC(=S)NC(=O)c2cc3ccccc3o2)CC1 | 32.2 | 3.3 | -2.1 | -2.7 | -0.1 | -6.1 | -10.5 | 0.0 | i | -0.8
30 | O=C(/C(=N\Nc1ccc(Br)cc1)Sc1nnnn1-c1ccccc1)c1ccccc1 | -4.2 | -4.8 | -1.3 | 9.3 | -0.3 | 2.0 | 2.7 | 1.0 | i | -2.5
31 | Cc1n[nH]c(C)c1S(=O)(=O)N1CCC(C(=O)N2CCn3c2nc2ccccc23)CC1 | -9.7 | 1.2 | 4.5 | 2.5 | -0.4 | -2.1 | 1.5 | -2.5 | i | 3.5
32 | Cc1ccc2occ(-c3nn[nH]n3)c(=O)c2c1 | -19.9 | -1.1 | -0.6 | 0.2 | -0.4 | -2.1 | -1.4 | -1.4 | i | 4.2
33 | O=C(O)Cc1nc2nc3c(c(=O)n2[nH]1)CCCC3 | 2.2 | 1.1 | -4.4 | 5.1 | 0.2 | -3.2 | -3.5 | -1.7 | i | -1.0
34 | N#Cc1nc(Cc2cccc3ccccc23)oc1N1CCCCC1 | 7.9 | 1.3 | -1.8 | -1.2 | -1.2 | -4.8 | -6.4 | 2.2 | i | -0.9
35 | COc1ccc(C(=O)C2CCCN(S(=O)(=O)C(C)C)C2)c(C)c1 (centres undefined) | -7.0 | 2.3 | 1.3 | -1.4 | 0.2 | 2.7 | -8.1 | -2.0 | i | -0.3
36 | Cc1nn(C)cc1C(C)NC(=O)c1cc(COc2cccc3cnccc23)on1 (centres undefined) | 12.1 | 2.3 | -2.0 | -19.5 | 0.1 | -4.9 | -3.6 | -2.3 | i | -2.1
37 | CCC(C)[C@H](NC(=O)N1CC(=O)Nc2ccccc21)C(=O)N1CCC[C@H]1C(=O)O (some centres undefined) | 5.4 | -1.2 | -2.4 | 3.5 | -1.0 | 8.0 | 1.4 | -1.8 | i | -4.6
38 | COc1ccc(C(=O)NC2CC(C)(C)Cc3c2cnn3-c2ccccc2)cc1OC (centres undefined) | 17.6 | 2.3 | 1.8 | 5.6 | 0.0 | 6.0 | -3.5 | 0.8 | i | -2.9
39 | COC(=O)c1[nH]c2ccc(Cl)cc2c1NC(=O)Oc1ccccc1 | 16.4 | -1.9 | 2.4 | -14.5 | 0.4 | 0.1 | -7.6 | -0.5 | i | 1.7
40 | O=C(O)c1ccc2c(c1)-c1cc(C(=O)O)ccc1S2(=O)=O | 6.2 | 0.6 | 2.3 | -3.9 | -0.4 | 0.5 | -2.2 | -1.1 | i | -0.3
41 | O=C(O)C1CSCN1S(=O)(=O)c1cccc2nsnc12 (centres undefined) | 22.3 | 4.4 | -2.7 | -13.8 | -0.5 | 1.0 | 2.8 | -0.7 | i | 1.9
42 | COc1ccc(S(=O)(=O)Cc2ccc(C(=O)NC3CCCC3)o2)cc1 | -5.4 | -0.5 | -1.1 | -0.7 | -0.3 | -0.8 | -15.5 | -0.4 | i | 0.3
43 | COc1ccc(N(CC(=O)NC2CCCC2)C(=O)Cn2nnc(-c3ccc(F)cc3)n2)cc1OC | 1.4 | -2.5 | -1.1 | -4.4 | -1.0 | -5.1 | 5.1 | -1.3 | i | 0.8
44 | CCOc1ccc(CCNC(=O)CCCN2C(=O)c3ccccc3C2=O)cc1OCC | 2.6 | -2.7 | -1.8 | -4.3 | -0.2 | -3.2 | -7.3 | -1.1 | i | -8.3
45 | CC(C)(C)CC(C)(C)NC(=O)c1ccc2snnc2c1 | 9.6 | 1.6 | 1.4 | 4.5 | -0.1 | -1.2 | -7.2 | 0.4 | i | -0.6
46 | Cc1ccc([N+](=O)[O-])cc1S(=O)(=O)Nc1ccc(C(=O)NCc2ccccn2)cc1 | -14.2 | 0.2 | 4.9 | -11.8 | -0.2 | -1.2 | 7.2 | 23.6 | i | -5.5
47 | O=C(c1ccc(Cl)c(S(=O)(=O)Nc2ccc(F)cc2)c1)N1CCN(c2ccccn2)CC1 | 7.0 | 2.4 | -6.6 | 2.3 | -0.9 | -5.3 | -2.2 | -0.3 | i | -0.6
48 | O=c1cc(-c2ccc(OCc3ccccc3)cc2)oc2cc(OCc3ccccc3)cc(OCc3ccccc3)c12 | -14.9 | 2.3 | 5.3 | 10.3 | 0.1 | 41.6* | 24.1 | 12.8 | i | 49.9
49 | O=C(O)/C=C1\NC(=O)c2ccccc21 | -7.8 | -0.1 | 1.9 | -11.5 | -1.1 | 3.0 | -3.1 | -1.1 | i | -4.3
